LYP inh 2: inhibitors of human LYP (PTPN22) phosphatase. recombinant LYP catalytic domain, DiFMUP fluorescence. inhibition, % at 2 µM. hit rate 0.21% among 96,000. Q9Y2R2;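 active = inhibition at 2 µM at or above a set limit, the screen mean plus 3 SD, cut at about 24% in these data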;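 note: 0% = DMSO with enzyme and 100% = enzyme fully blocked by orthovanadate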
Smad3 inh: blocks human Smad3 binding to FoxH1 peptide; P84022; TR-FRET Smad3/Dy647-FoxH1 peptide binding, europium anti-His; inhibition, % at 25 µM; hit rate 0.29% among 88,000;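 active = compounds that reduce the energy-transfer binding signal between the protein and its labelled peptide by more than half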;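 note: 0% = Smad3 plus labelled peptide maximal FRET and 100% = peptide-only background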
Target sequence (P84022 whole entry, looked up): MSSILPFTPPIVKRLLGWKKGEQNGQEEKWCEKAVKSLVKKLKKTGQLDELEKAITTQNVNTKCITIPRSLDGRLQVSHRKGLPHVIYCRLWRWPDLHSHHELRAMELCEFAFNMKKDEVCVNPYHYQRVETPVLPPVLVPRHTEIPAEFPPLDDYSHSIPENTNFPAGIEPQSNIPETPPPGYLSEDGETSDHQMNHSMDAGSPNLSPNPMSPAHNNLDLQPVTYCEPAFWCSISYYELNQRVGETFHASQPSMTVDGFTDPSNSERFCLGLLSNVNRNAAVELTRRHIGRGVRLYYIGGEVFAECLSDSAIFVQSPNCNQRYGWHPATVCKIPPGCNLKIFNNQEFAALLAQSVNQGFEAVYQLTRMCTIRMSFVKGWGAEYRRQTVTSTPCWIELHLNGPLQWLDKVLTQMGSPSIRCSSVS
cytoskel mod: cytoskeleton assembly modification; HUVEC TNFa F-actin phalloidin imaging, high content; inhibition, % at 2 µM; hit rate 0.18% among 91,000; AID 836;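 active = inhibition above the batch mean plus 3 SD and confirmed as a hit by visual image inspection, cut at about 30% in these data, passing the limit was not always enough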; note: strong numbers were not always called active
MT1-MMP txn act: activates MT1-MMP transcription; HT1080 MT1-MMP promoter luciferase reporter, luminescence, overnight; active compounds read high; activation factor at 10 µM; hit rate 0.16% among 86,000;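 active = activation factor of at least 2 for MT1-MMP transcription at 10 µM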
HUVEC tox TNFa: toxic to HUVEC cells under TNF alpha stimulation; cell count reduction, % at 2 µM; AID 848; HUVEC TNFalpha-stimulated, Hoechst cell count, imaging; hit rate 0.17% among 93,000;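 active = cell count reduction exceeding the screen mean by over 5 SD, scaled to untreated wells per plate, cut at about 78% in these data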;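 note: cells counted after 24 h of TNF alpha exposure following the 1 h pretreatment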
Calb biofilm kill: kills Candida albicans biofilms | hit rate 0.14% among 85,000 | inhibition, % at 6 µM | C. albicans biofilm + clotrimazole, Alamar Blue;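 active = inhibition above 20%; inactive = inhibition below 20%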;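 note: preformed 24 hr biofilms exposed to compound for 48 hr; 0% = biofilm without compound and 100% = blank killed by clotrimazole plus chlorhexidine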
VCAM1 TNFa inh: reduces TNF alpha induced VCAM1 expression in HUVEC. HUVEC TNFa-induced VCAM-1 immunofluorescence, high-content imaging. AID 802. hit rate 0.48% among 95,000. inhibition, % at 2 µM;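 active = inhibition above the batch mean plus 3 SD, with images confirmed as a hit by eye, cut at about 37% in these data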;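 note: 0% = TNF-stimulated DMSO wells and 100% = unstimulated control wells; not every result past the cut was called active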
HUVEC tox IL1B: toxic to HUVEC cells under IL-1B stimulation; HUVEC cell count loss, Hoechst imaging, IL-1B stimulated; cell count reduction, % at 2 µM; hit rate 0.41% among 94,000;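 active = cell count reduction more than 3 SD above the screen-wide mean, cut at about 70% in these data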;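 note: normalized per plate to untreated control cells as the no-loss baseline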
hDAT+cocaine: human DAT dopamine uptake with cocaine, either direction. Q01959. LLC-PK1 hDAT cells, [14C]-dopamine uptake with cocaine IC80; actives deviate in either direction. B-score at 10 µM. hit rate 1.3% among 110,000;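 active = Z score or B-score, a plate-position-corrected score, falls beyond the plate's 99.7% confidence bounds, in either direction; inactive = both scores lie inside the 99.7% bounds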;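 note: scored against the spread of the other compound wells on the same plate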
Target sequence (Q01959 whole entry, looked up): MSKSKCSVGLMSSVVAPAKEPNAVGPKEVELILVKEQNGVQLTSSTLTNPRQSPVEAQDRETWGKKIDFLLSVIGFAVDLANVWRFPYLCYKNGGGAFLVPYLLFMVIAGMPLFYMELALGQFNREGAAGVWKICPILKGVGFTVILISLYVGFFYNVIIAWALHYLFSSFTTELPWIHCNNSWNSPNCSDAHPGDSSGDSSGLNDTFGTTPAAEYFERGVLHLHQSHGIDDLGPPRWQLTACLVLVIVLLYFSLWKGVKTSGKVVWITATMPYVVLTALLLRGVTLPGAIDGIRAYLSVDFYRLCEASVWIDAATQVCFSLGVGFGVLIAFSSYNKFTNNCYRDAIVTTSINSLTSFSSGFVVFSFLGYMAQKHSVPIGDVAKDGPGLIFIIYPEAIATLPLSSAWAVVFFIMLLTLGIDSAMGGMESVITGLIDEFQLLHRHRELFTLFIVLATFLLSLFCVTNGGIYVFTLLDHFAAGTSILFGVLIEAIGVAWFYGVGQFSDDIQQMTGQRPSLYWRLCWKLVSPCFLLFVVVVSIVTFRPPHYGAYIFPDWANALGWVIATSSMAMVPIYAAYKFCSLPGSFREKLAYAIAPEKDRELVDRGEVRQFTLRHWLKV
* = called active by the depositor; . = not tested or not shown; [ ] = dose if it differs, or a comment. This is a subset. The share of hits here may be higher or lower than overall.

SMILES | LYP inh 2 | Smad3 inh | cytoskel mod | MT1-MMP txn act | HUVEC tox TNFa | Calb biofilm kill | VCAM1 TNFa inh | HUVEC tox IL1B | hDAT+cocaine
O=C(Cc1ccc(Cl)cc1)N/N=C1\CCCc2ccccc21 | 1 | . | 0 | . | -22 | . | 2 | -15 | 0.84
Cc1ccc(-c2nc3ccccc3n2C)o1 | 0 | 5 | 0 | 1.5 | -15 | 16 | -10 | 4 | -0.55
O=C(CN1CCOc2ccccc21)N1CCC(Cc2ccccc2)CC1 | 9 | -1 | -8 | 1.1 | 60 | 2 | 27 | 8 | 1.2
Cc1ccc(C)c(OCC(=O)Nc2cccc(C(=O)O)c2)c1C | 4 | 10 | 0 | 1.5 | -20 | 6 | -26 | -9 | 0.77
CCOC(=O)c1cc2c(=O)n3ccccc3nc2n(Cc2ccco2)c1=NC(=O)c1cccnc1 | -13 | 5 | -16 | 1.1 | -17 | 2 | 16 | 1 | 0.59
[O-]C1=N/[N+](=C/c2ccc(Cl)cc2)CC1 | -7 | 6 | 14 | . | -32 | 1 | 6 | -27 | -0.46
CCNC(=O)C1CC(=O)N(Cc2ccc3c(c2)OCO3)C(=Nc2ccc(F)cc2)S1 (stereo unspecified) | 9 | -9 | 7 | 1 | -6 | -3 | 0 | 25 | 0.61
Cc1noc(C)c1COc1ccc(C(=O)OCC(=O)Nc2ccc3c(c2)OCO3)cc1 | 0 | 5 | -11 | 1.2 | -11 | 4 | 13 | -3 | -0.66
Clc1cccc(Cl)c1COc1ccncc1 | 0 | 2[fluorescence artefact?] | 8 | 0.9 | 30 | 5 | -3 | 11 | -2.3
N#C/C(=C\N1CCOCC1)c1ccccc1 | 7 | 1 | -7 | 1.1 | -2 | 4 | -8 | 26 | -0.95
CCOc1ccc(CC(=O)NNC(=S)Nc2ccccc2)cc1Br | 14 | -22 | -3 | 1.1 | -6 | 7 | 5 | 5 | 2
CC1Cc2cc(/C(O)=C3\C(=O)C(=O)N(CCN4CCOCC4)C3c3ccccc3F)ccc2O1 (stereo unspecified) | -9 | 8 | 9 | 1.2 | -16 | 3 | 3 | -14 | -0.57
Cn1c(=O)c2c(nc(SCCN3CCCCC3)n2C)n(C)c1=O | 0 | 3 | -3 | 1.2 | -36 | 9 | 5 | -44 | .
O=C(O)c1cccc(S(=O)(=O)Nc2ccccc2Cl)c1 | -16 | 2 | 1 | 1.1 | -11 | 4 | 95* | 6 | .
COc1ccc(OC(=O)c2ccc3nsnc3c2)cc1 | -4 | 7 | -9 | 1 | 1 | -5 | -6 | -18 | -0.39
O=C(CC1C(=O)NCCN1C(=S)Nc1ccccc1)Nc1ccc2c(c1)OCCO2 (stereo unspecified) | 6 | -1 | -33 | 1 | -4 | 9 | 4 | -5 | 0.38
CC(C)n1c(=S)[nH]c2ccccc2c1=O | -1 | 4 | -8 | 1 | 3 | -5 | 1 | -3 | -0.59
CSc1nsc(SC)c1NC(=O)OCCc1ccccn1 | -11 | 4 | -2 | 1.2 | 19 | 8 | 26 | -30 | 0.35
C=CCn1c(SCC(=O)Nc2ccc3c(c2)OCO3)nnc1-c1ccccc1 | 5 | 4 | 17 | 1.1 | -11 | 4 | -22 | -12 | 0.19
CCOc1ccc(/C=C2/SC(=S)N(n3c(C)ccc3C)C2=O)cc1 | 13 | -6 | . | 1 | -40 | -1 | 10 | -17 | 0.87
Cc1ccc(C)c(OCCCN2CCCC2)c1 | -9 | 7 | -21 | 1.2 | 16 | 5 | -27 | -36 | 0.25
OC[C@H]1O[C@@H](n2cnc3c(Nc4ccccc4)ncnc32)[C@H](O)[C@@H]1O | . | -2 | . | 1.4 | . | 6 | . | . | 0.14
Cc1cccc(NC(=S)N/N=C/c2cccc([N+](=O)[O-])c2)c1 | 9 | . | -5 | . | 1 | . | 23 | -13 | -2
CC1C/C(=N/NC(=O)c2cccc(F)c2)c2ccc(O)cc2C1 (stereo unspecified) | 2 | . | -8 | . | 15 | . | -5 | -27 | 0.5
Cc1ccc(CNC(=O)C2CCCN(S(=O)(=O)c3c(C)noc3C)C2)cc1 (stereo unspecified) | 8 | 6 | -10 | 1 | 8 | 0 | -5 | 2 | -1.7

Compound profiles (already shown). Order of values: LYP inh 2 | Smad3 inh | cytoskel mod | MT1-MMP txn act | HUVEC tox TNFa | Calb biofilm kill | VCAM1 TNFa inh | HUVEC tox IL1B | hDAT+cocaine
Clc1cccc(Cl)c1COc1ccncc1 is listed with 0 | 2[fluorescence artefact?] | 8 | 0.9 | 30 | 5 | -3 | 11 | -2.3
O=C(Cc1ccc(Cl)cc1)N/N=C1\CCCc2ccccc21 is listed with 1 | . | 0 | . | -22 | . | 2 | -15 | 0.84

(continued)
SMILES | LYP inh 2 | Smad3 inh | cytoskel mod | MT1-MMP txn act | HUVEC tox TNFa | Calb biofilm kill | VCAM1 TNFa inh | HUVEC tox IL1B | hDAT+cocaine
Clc1ccc(-n2nnnc2CN2CCCCC2)cc1Cl | -3 | . | 11 | . | -12 | . | 0 | -10 | -1.3
Cc1cccc(-c2nnc(SCc3ccc(C#N)cc3)n2Cc2ccco2)c1 | -2 | -3 | -25 | 1.1 | 24 | 10 | 11 | 20 | 1.7
CCn1c(=N)c(S(=O)(=O)c2ccc(F)cc2)cc2c(=O)n3ccccc3nc21 | -3 | 1 | 9 | 1.1 | -8 | -8 | 6 | -19 | 2.3
COc1ccc(C(N)CCc2ccco2)cc1 (stereo unspecified) | -9 | 8 | -32 | 1.2 | -9 | 0 | 12 | -38 | -0.00079
CCOC(=O)C1=C(C)NC(=O)CC1c1ccccc1 (stereo unspecified) | 10 | 9 | 16 | 1.1 | -33 | 1 | 13 | -25 | -1.2
COC(=O)c1nnn(-c2nonc2N)c1CSCCO | -9 | 3 | 17 | 1 | -11 | 9 | 1 | -2 | -0.29
CCCC(C(=O)NC1CCCC1)N(CC1CCCO1)C(=O)c1snc(C(N)=O)c1N (stereo unspecified) | -4 | 1 | -2 | 1 | -13 | -8 | 14 | 14 | 0.62
Cc1nn(Cc2cccc(C(=O)Nc3ccn(Cc4c(F)c(F)cc(F)c4F)n3)c2)c(C)c1[N+](=O)[O-] | 6 | . | 2 | . | -13 | . | 9 | -8 | 0.19
Cc1ccc2[nH]c(=O)c(CN(CC3CCCO3)S(=O)(=O)c3cccc4nsnc34)cc2c1 (stereo unspecified) | 12 | -4 | 13 | 0.9 | -15 | 5 | -2 | -39 | 0.32
O=C(c1ccccc1)c1ccc(C(=O)N2CCN(c3ccc(F)cc3)CC2)o1 | 2 | 7 | -17 | 1.1 | -6 | 5 | -9 | -9 | 2.3
CCc1ccc(-c2nc(CSCC(=O)NCCCN3CCCC3=O)c(C)o2)cc1 | 9 | . | . | 0.7 | -30 | . | 14 | -72 | 0.21
CCOC(=O)c1oc2ccccc2c1CSc1nnnn1-c1ccc(OC)cc1 | 5 | -9 | -10 | 1.1 | 0 | -7 | 20 | -6 | -0.48
CCOc1cc(-c2cc(-c3ccccc3)nc(N)c2C#N)ccc1O | -4 | -2 | -10 | 1.3 | -10 | 2 | 8 | -12 | -0.86
COc1ccccc1N1CCN(C(c2ccc(Cl)cc2)c2nnnn2C(C)(C)C)CC1 (stereo unspecified) | -12 | -16 | -8 | 1 | -4 | 7 | -11 | -5 | 0.037
O=S(=O)(c1ccccc1)c1nc(-c2ccco2)oc1NCc1ccco1 | 0 | -7 | -11 | 1.1 | 0 | 3 | -12 | -44 | -0.14
O=C(Nc1ccc2c(c1)OCO2)c1cnn2c(C(F)(F)F)cc(-c3ccco3)nc12 | 11 | 3 | -15 | 0.7 | -16 | 8 | -16 | 5 | -0.19
COC(=O)c1ccc(C)c(NS(=O)(=O)c2ccc(NC(C)=O)cc2)c1 | -3 | -13 | -7 | 1.1 | -26 | 0 | 9 | -43 | 0.11
CC(=O)Nc1ccc(S(=O)(=O)NCc2cn3c(C)csc3n2)cc1 | 0 | 8[fluorescence artefact?] | -21 | 0.9 | 9 | 6 | -2 | 5 | -1.2
COC(=O)CCC(=O)Nc1ccc(C)cc1OC(=O)CCC(=O)OC | -3 | -8 | -2 | . | -37 | 6 | 8 | -33 | -0.049
Cc1csc(=NC(=O)c2ccccc2)n1CCO | 6 | . | -6 | . | 5 | . | -10 | -4 | -0.1
CCn1c(COc2ccc3c(c2)OCO3)nnc1SCC(=O)c1ccccc1 | -3 | 19[fluorescence artefact?] | -7 | 1.2 | -14 | 7 | 12 | -25 | 0.53
CCOc1cc2[nH]c(=S)n(Cc3ccc(C(=O)NCC(OC)OC)cc3)c(=O)c2cc1OCC | 4 | -2[fluorescence artefact?] | 0 | 1.2 | -4 | 4 | 13 | -11 | 0.77
O=C(Nc1ccc(N2CCCC2=O)cc1)c1cccc(F)c1 | 6 | 6 | 14 | 0.9 | -3 | 4 | -5 | -64 | 1.1
CCOc1ccc(CNc2nc3ccccc3n2CCN2CCOCC2)cc1 | -4 | 1 | -18 | 1.1 | -34 | 5 | 17 | -21 | 0.15
CCOC(=O)c1sc(NC(=O)C2CC=CCC2C(=O)O)nc1C (stereo unspecified) | 4 | 8[fluorescence artefact?] | 9 | 1 | 11 | 3 | 6 | -53 | -0.31
Later entries:
SMILES | LYP inh 2 | Smad3 inh | cytoskel mod | MT1-MMP txn act | HUVEC tox TNFa | Calb biofilm kill | VCAM1 TNFa inh | HUVEC tox IL1B | hDAT+cocaine
N#CC1=C(SCC(=O)Nc2nccs2)NC(=O)CC1c1ccccc1 (stereo unspecified) | 3 | . | -9 | . | -4 | . | 9 | -16 | 0.23
O=C1N=C2SCCN2/C1=C\c1ccc(Cl)cc1 | 2 | . | 3 | . | 10 | . | 4 | 11 | -0.8
CCOc1cc(/C=N/n2cnnc2)c(Br)cc1O | 5 | -8 | 26 | 0.5 | -10 | 6 | 8 | -2 | 1.5
O=C(CSCc1cccc(Br)c1)N=Nc1c(O)[nH]c2ccccc12 | 16 | . | -7 | . | -12 | . | 27 | 3 | 0.22
CCOC(=O)N1CCC(n2c(SCC(=O)Nc3ccccc3OC)nc3ccccc3c2=O)CC1 | 14 | -3 | 3 | 0.9 | 10 | 2 | -28 | 30 | 1.1
Cc1nnc(NC(=O)c2ccc(Br)cc2)s1 | 8 | . | -18 | . | 4 | . | -2 | 0 | -0.67
O=C(c1ccc(NC2=NC3CS(=O)(=O)CC3S2)cc1)N1CCc2ccccc2C1 (stereo unspecified) | . | -3 | . | 1.1 | . | 29* | . | . | 0.58
N#CC1(Cc2ccccc2)c2ccccc2C=CN1C(=O)c1ccccc1 (stereo unspecified) | -2 | . | -2 | . | 0 | . | -9 | -16 | -0.027
OC1CCCN(Cc2cccc3ccccc23)C1 (stereo unspecified) | . | -1 | . | 1 | . | -5 | . | . | -0.013
Cc1nnc(NC(=O)CSc2nc(C(C)C)nc3sc(C)c(C)c23)s1 | 4 | . | -5 | . | -9 | . | 17 | -4 | 0.022
CCOc1ccc(NC(=O)C2CC(=O)N(c3cc(C)cc(C)c3)C2)cc1 (stereo unspecified) | -17 | -3 | 1 | 1.2 | -18 | 11 | 23 | -49 | 0.075
CCOC(=O)N1CCC(Nc2nc3ccccc3n3cnnc23)CC1 | 10 | 13 | 10 | 1.1 | -3 | 8 | 0 | 20 | 0.004
O=C(CN1CCN(c2nc(-c3ccc(Cl)cc3)cs2)CC1)NCc1ccco1 | 4 | 2[fluorescence artefact?] | -31 | 1 | -17 | 6 | -39 | -51 | -0.036
O=S1(=O)C=CC(N2CCOCC2)C1 (stereo unspecified) | 0 | . | -13 | . | 4 | . | 0 | 23 | -0.18
CCN1CC2=C(OC(N)=C(C#N)C2c2cccs2)/C(=C/c2cccs2)C1 (stereo unspecified) | 0 | -14[fluorescence artefact?] | 6 | 1.2 | -37 | -2 | 7 | -9 | 0.21
O=C(Oc1ccc(Br)cc1)c1cncc(Br)c1 | 5 | -2 | -9 | 1 | 0 | -3 | 6 | . | -1.2
CCC(C)[C@H](NC(=O)OC(C)(C)C)C(=O)N/N=C/c1ccc2nccnc2c1 (stereo partly specified) | -8 | 10 | 9 | 1 | -3 | 6 | 12 | -12 | 0.52

High-throughput results from PubChem BioAssay.
